CF NFkB inh – inhibitors of PAF-induced NF-kB signaling, primary screen, cell-based, GFP fluorescence, uHTS; KKLEB NF-kB-GFP reporter, GFP fluorescence overnight; inhibition, % at 5 µM; hit rate 0.86% among 360,000; AID 588850, 2011;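 active means at least 50% inhibition at 5 µM, scaled per plate between neutral and stimulator controls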;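 further: PAF is a Pseudomonas aeruginosa culture filtrate used as stimulus; plate controls were PAF-stimulated DMSO wells for no effect and unstimulated DMSO wells for full effect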
HIF-2a block – HIF-2a reporter inhibitors, primary screen, luminescence, 786-0 RCC cells; 786-0 RCC cells HIF-2a reporter, luciferase luminescence, overnight; inhibition, % at 18.8 µM; hit rate 0.72% among 360,000;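 active means inhibition of the luminescence signal of 40% or more relative to plate controls, in a single-dose primary screen at 18.75 µM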
TRPM1 prom inh – inhibitors of MITF-dependent TRPM1 promoter reporter, primary screen, cell-based, SK-MEL-5, single point, luciferase. SK-MEL-5 TRPM1 promoter luciferase, 24 h. inhibition, % at 12.5 µM. hit rate 0.83% among 330,000. AID 488899, 2010;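 active means mean inhibition across replicates of 60% or more, whatever share of single replicates reaches that level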; further: values of inactives mirror those of a sister screen read the other way
KKLEB tox – cytotoxicity in KKLEB CF airway cells, primary screen, cytotoxicity control for CF NF-kB inhibitor project, cell-based, uHTS, fluorescence assay plates; activity change (cytotoxicity), % at 5 µM; hit rate 0.36% among 360,000; KKLEB CF airway cells viability, ATPlite luminescence, overnight; stronger effect = lower value; cells stimulated with P. aeruginosa culture filtrate; AID 602141, 2011;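 active means corrected activity change at or below -50% at 5 µM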
Shn3 inh set2 – reduction of Shn3 3'UTR firefly luciferase signal, primary screen, Schnurri-3 inhibitor project, cell-based, Clone20 osteoblasts, set 2. Clone20 osteoblast Shn3 3'UTR firefly luciferase, 24 h. inhibition, % at 12.5 µM. hit rate 0.52% among 360,000;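 active means mean inhibition of at least 75% with every replicate also reaching 75%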;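 further: 0% = median of neutral control wells and 100% = pilot-screen positive control compound; some compounds past the cut are filed as inactive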
NR2E3 ag-1 – NR2E3 agonists in two-hybrid cells, primary screen, cell-based, luminescence, CHO-S, Gal4-NCOR/VP16-NR2E3 | AID 602229, 2012 | Photoreceptor-specific nuclear receptor (Homo sapiens), Q9Y5X4 | luciferase | hit rate 0.35% among 360,000 | inhibition of corepressor binding, % at 3.98 µM;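 active means inhibition above the mean of all tested compounds plus 3 SD, cut at about 70% in these data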;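 further: 0% = DMSO with NR2E3 transfected cells and 100% = cells lacking NR2E3 construct; higher means lower luciferase signal from less NR2E3 corepressor binding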
Target sequence (Q9Y5X4 whole entry, looked up, the tested form may be a part): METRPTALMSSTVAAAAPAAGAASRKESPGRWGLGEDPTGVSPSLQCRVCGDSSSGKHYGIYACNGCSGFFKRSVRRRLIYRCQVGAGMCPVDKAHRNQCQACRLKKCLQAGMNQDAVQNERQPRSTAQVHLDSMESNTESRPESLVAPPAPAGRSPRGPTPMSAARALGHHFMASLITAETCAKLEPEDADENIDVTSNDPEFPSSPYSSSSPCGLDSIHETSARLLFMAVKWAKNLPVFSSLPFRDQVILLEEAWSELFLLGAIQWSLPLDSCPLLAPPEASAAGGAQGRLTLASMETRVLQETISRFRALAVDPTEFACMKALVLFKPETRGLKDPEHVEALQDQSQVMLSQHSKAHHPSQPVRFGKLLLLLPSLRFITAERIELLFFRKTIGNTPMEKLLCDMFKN
hiPSC survival – enhancers of single-cell hiPSC survival, primary screen, ATPlite luminescence. 100% = ROCK inhibitor wells, 0% = DMSO. survival enhancement, % at 20 µM. hit rate 0.044% among 360,000. AID 602274, 2012; in the data active means survival enhancement above about 18%;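 further: cells exposed to compounds for 16 hours before the ATP read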
Peg3 promoter – Peg3 promoter-driven luciferase inhibitors, primary screen, cell-based, HeLa, luciferase luminescence; inhibition, % at 20 µM; hit rate 1.7% among 360,000; AID 588405, 2011; HeLa PEG-Prom luciferase reporter, overnight;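 active means inhibition of at least 50% at 20 µM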
NR2E3 ag-2 – inhibitors of NR2E3-RetCOR corepressor binding, primary screen, NR2E3 agonist project, biochemical, TR-FRET, GST-NR2E3, biotin-RetCOR; Photoreceptor-specific nuclear receptor (Homo sapiens), Q9Y5X4; 1536-well; inhibition of corepressor binding, % at 4.78 µM; hit rate 0.12% among 320,000; AID 2300, 2010;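 active means percent inhibition above the cutoff of mean plus 3 SD of all tested compounds, set per screening campaign, cut at about 20% in these data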;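 further: 0% = DMSO wells and 100% = biotin wells as full block of FRET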
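Material: NR2E3–RetCOR corepressor complex | Quantity: 1.35 nM GST-tagged NR2E3 final | Schedule: 5 h at 4 °C | Replication: Singlicate compound wells | Reagent: RetCOR corepressor, biotinylated, 7 nM | Controls: Biotin wells as high control, 0.6% DMSO wells as low control | Signal: TR-FRET, Eu(K)-anti-GST donor, streptavidin-D2 acceptor, ex 340, em 617/671 nm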
aDG glyco act – activators of alpha-DG glycosylation, primary screen, uHTS, Pro5-aDG cells, AlphaScreen | activation, % at 10 µM | hit rate 0.22% among 360,000 | AID 624168, 2012 | alpha-DG glycosylation AlphaScreen (IIH6); 0% Pro5, 100% B10-LARGE cell signal;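 active means activation of at least 8% versus controls, or a plate z-score of at least 8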;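 further: Pro5 are CHO cells carrying HIG-tagged alpha-DG that lacks glycosylation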
TWEAK Fn14 block – inhibitors of TWEAK-Fn14 signaling, primary screen, luciferase reporter cells, uHTS; hit rate 2% among 360,000; inhibition, % at 10 µM; TWEAK-stimulated Fn14 reporter cells, luciferase luminescence, 8 h; in the data active means inhibition above about 50%
Active calls of the source: *; nt = not tested or not shown.

SMILES | CF NFkB inh | HIF-2a block | TRPM1 prom inh | KKLEB tox | Shn3 inh set2 | NR2E3 ag-1 | hiPSC survival | Peg3 promoter | NR2E3 ag-2 | aDG glyco act | TWEAK Fn14 block
CC(C)(C)[C@H]1C=C(C(=O)N2CCN(Cc3ccc4c(c3)OCO4)CC2)O[C@@H](OCCCCO)C1 | -10 | 20 | -6 | -12 | -7 | -16 | -0.4 | 13 | 2 | -0.1 | -20
CCOC(=O)C1CCCN(C(=O)/C=C/c2ccccc2)CC1 (stereo not given) | -12 | -27 | nt | 5 | -8 | -1 | 2.0 | -4 | nt | -0.1 | -10
OCCNc1nc2nonc2nc1NCCO | -4 | 11 | -5 | 2 | 12 | -21 | 1.0 | 6 | 6 | -0.3 | 1
Cc1ccc(C)c(-c2nnc(NC(=O)CCS(=O)(=O)c3ccc(F)cc3)o2)c1 | 8 | 9 | 10 | -12 | 11 | 16 | -0.4 | 13 | 2 | 0.1 | -7
O=C(NNC(=O)c1ccc2nc[nH]c2c1)c1ccccc1 | -15 | -17 | -4 | 3 | -2 | -9 | 0.1 | -17 | -3 | 0.0 | -13
CCN(CC(=O)Nc1ccc(NC(C)=O)cc1)CC(=O)Nc1ccccc1C(=O)c1ccccc1 | -20 | 29 | 8 | 9 | 8 | -18 | -0.7 | 28 | 2 | -0.7 | -4
O=c1c2cc(-c3ccccc3)sc2nc2n1N=C(c1ccccc1)CS2 | 50 | -102 | -58 | -24 | -3 | -16 | 0.5 | -186 | -2 | 0.1 | 15
O=S(=O)(c1cccc2nonc12)N1CCCCCC1 | 0 | 20 | -3 | 7 | 6 | -17 | -0.9 | 0 | 3 | -0.4 | 12
C[C@H](/C=C/[C@@]1(O)[C@H](C)C[C@H](O)CC1(C)C)O[C@@H]1O[C@H](CO)[C@@H](O)[C@H](O)[C@H]1O | 17 | 13 | nt | -15 | 15 | -8 | 0.5 | 1 | -1 | 0.2 | 20
O=C(O)C1C2C=CC(C2)C1C(=O)N1CCN(C/C=C/c2ccccc2)CC1 (stereo not given) | 2 | 18 | 13 | -11 | 7 | 10 | -0.9 | 14 | 3 | -0.1 | 5
c1ccc(Oc2ccc(-c3cc(NCCc4cccnc4)n4nccc4n3)cc2)cc1 | 4 | -16 | nt | -4 | -23 | -22 | 1.4 | -8 | nt | 0.4 | -13
COc1ccc(NC(=S)NCCCN2CCOCC2)cc1 | -2 | 15 | -6 | 9 | 6 | -1 | 0.6 | 5 | 3 | 0.0 | -2
O=C(CCc1nnc2ccc(NCc3ccccc3)nn12)NC1CCCC1 | -4 | 18 | 8 | 4 | 5 | -31 | 0.7 | 6 | 4 | 0.1 | 9
COc1ccc(OC)c(NC(=O)C2=C(C)NC(=O)NC2c2cccs2)c1 (stereo not given) | -11 | 14 | -6 | -6 | -2 | 16 | -0.1 | 11 | 1 | 0.1 | -6
CCOC(=O)CSc1nc(N)nc(C)c1Br | -20 | 6 | 2 | 2 | -13 | 1 | 1.6 | 12 | -1 | -0.3 | 9
Cn1nc(C(=O)NCC(c2cccs2)N2CCOCC2)c2ccccc2c1=O (stereo not given) | 2 | 6 | 17 | 8 | 20 | -27 | -0.1 | 20 | nt | 0.4 | 14
COC1CCN(C(=O)c2cc(COc3ccc(-n4cncn4)cc3)on2)CC1 | -1 | -5 | 2 | 3 | 2 | -6 | -0.5 | 7 | -1 | -0.1 | -1
O=C(Nc1ccccc1)/C(=C\c1ccc(F)cc1)NC(=O)c1ccco1 | 1 | 17 | 3 | -5 | 12 | -43 | -0.5 | 16 | 4 | 0.1 | 8
COc1ccc2c(c1)[nH]c1c(N3CCN(Cc4ccc5c(c4)OCO5)CC3)ncnc12 | -3 | 27 | 23 | -13 | 77 | 92* | 0.5 | 34 | 2 | 5.4 | 100*
COc1cc(C2Nc3ccccc3C(=O)N2c2ccccc2)ccc1O (stereo not given) | 11 | -157 | -17 | 2 | -39 | -42 | 0.6 | -130 | 5 | -0.1 | -108
Cn1cnnc1SC1CCCCC1NS(=O)(=O)c1ccc(Cl)cc1 (stereo not given) | 20 | -3 | 5 | -6 | 18 | -17 | 1.5 | 4 | 1 | 2.1 | -4
CC1=C(C(=O)OCc2ccc([N+](=O)[O-])cc2)N2C(=O)C(NC(=O)Cc3ccccc3)C2SC1 (stereo not given) | -13 | 16 | 4 | 1 | -7 | -21 | 0.8 | 24 | 3 | -0.1 | -33
Cc1ccccc1OCC(=O)N/N=C/c1ccc(N(C)C)cc1 | 11 | -51 | -18 | -2 | -15 | -12 | -0.6 | -59 | -1 | -0.2 | -20
CC(Sc1nnc(-c2ccco2)n1N)C(=O)NCc1ccc2c(c1)OCO2 (stereo not given) | -21 | 7 | 12 | 11 | -16 | -25 | 2.0 | 7 | nt | 0.0 | 11
COc1cc(CNC2CCCCC2OC)cc(OC)c1 (stereo not given) | 1 | 13 | 5 | 0 | -17 | -24 | -0.6 | 2 | 2 | 0.3 | 13
O=C(O)COc1ccccc1/C=N/NC(=O)CSc1nc2ccccc2n1Cc1ccccc1 | -23 | 15 | 4 | 11 | -5 | 15 | 0.1 | -8 | 0 | 0.1 | 15
Cc1ccc(S(=O)(=O)N(Cc2cccc(C)c2)C(=O)N2CCN(C)CC2)cc1 | -26 | 4 | 8 | 14 | -12 | -14 | 0.1 | 3 | -3 | -0.1 | -6
COc1ccc(-n2sc3ccc(F)cc3c2=O)cc1 | 35 | -178 | -26 | -4 | -5 | -74 | -3.8 | -86 | 1 | 0.6 | 34
Cc1cc2sc3ccc(C#CC4(O)CCCCC4)cc3c(=O)c2cc1C | -4 | 93* | 96* | -40 | 94* | 60 | -4.9 | 99* | 5 | 1.0 | 106*
COC(=O)c1ccc(/C=N/Nc2nc(C)c(C)s2)cc1 | -15 | -277 | -84 | 3 | nt | -56 | -0.3 | -329 | -2 | -0.1 | -51
COc1ccccc1-n1cnnc1SCc1csc(-c2ccccc2)n1 | 1 | 0 | 3 | 1 | 8 | -15 | -1.2 | 15 | 3 | 0.0 | -4
CCCCCCC(=O)N(O)C1CC(=O)N(Cc2ccccc2)C1=O (stereo not given) | 48 | -83 | 5 | -9 | -23 | -35 | -1.8 | 35 | 4 | -0.3 | -80
COc1ccc(-c2nc(SCC(=O)NCc3ccco3)c(-c3ccccc3)[nH]2)cc1OC | -15 | 4 | 7 | -1 | -7 | -2 | 1.9 | 22 | -2 | -0.2 | 27
Cc1ccc(CSC2=Nc3ccccc3C3=NC(CCC(=O)NCc4ccco4)C(=O)N23)cc1 (stereo not given) | -12 | -93 | -8 | 0 | -9 | -60 | -0.3 | -43 | 4 | 0.0 | -8
CN(C)S(=O)(=O)c1ccc(C(=O)NC2CCCc3ccccc32)cc1 (stereo not given) | -19 | 7 | 4 | 1 | -43 | 1 | -0.7 | 11 | 0 | -0.2 | 6
Cc1cccc(NC(=O)CSCC(=O)Nc2nnc(C3CC3)s2)c1 | -53 | -8 | -1 | -2 | -1 | -9 | 0.3 | -18 | 0 | -0.2 | 0
O=C(Nc1cccc(O)c1)c1cccc(S(=O)(=O)Nc2cccc(O)c2)c1 | -18 | 23 | 3 | 5 | -1 | 1 | 1.5 | 1 | 0 | -0.2 | -5
CN1CCN(C2CCCCCC2)CC1 | 11 | 16 | 3 | 5 | 19 | -1 | -1.4 | 7 | 5 | 0.1 | -8
Cn1cccc1/C=C1\SC(=Nc2cccc(O)c2)NC1=O | 13 | -381 | -57 | -13 | -144 | -156 | -0.3 | -300 | -1 | -0.3 | -2
COc1ccc(C(=O)CCC(=O)Nc2cc(Cl)c(O)c(Cl)c2)cc1 | 0 | 1 | 0 | 2 | 15 | -14 | -0.4 | 7 | -6 | 0.2 | -5
COc1ccc(CC2SC(=Nc3ccc(F)cc3)NC2=O)cc1 (stereo not given) | 10 | 21 | 9 | 3 | -3 | -6 | 1.7 | 10 | 1 | -0.5 | 3
O=c1[nH]nc(Cc2ccccn2)c2ccccc12 | -3 | 12 | -7 | 4 | 2 | -5 | -1.6 | -6 | 0 | -0.1 | -4
O=C(/C=C/NCc1ccc(F)cc1)c1ccccc1 | -19 | -183 | -7 | 14 | -18 | -19 | 2.5 | -88 | -2 | -0.2 | -22
COc1ccc(/C=C/C(=O)OCC(=O)Nc2ccc(Cl)c(S(=O)(=O)N(C)C)c2)cc1OC | 18 | 0 | -5 | -14 | -10 | -4 | 0.5 | -10 | 1 | -0.2 | 30
COc1ccc(Cc2nnc(NC(=O)c3cc(OC)cc(OC)c3)s2)cc1 | 8 | 3 | 0 | 7 | -6 | -11 | 0.3 | 26 | 0 | -0.1 | -24

Molecules above that contain a COOH group:
SMILES | CF NFkB inh | HIF-2a block | TRPM1 prom inh | KKLEB tox | Shn3 inh set2 | NR2E3 ag-1 | hiPSC survival | Peg3 promoter | NR2E3 ag-2 | aDG glyco act | TWEAK Fn14 block
O=C(O)C1C2C=CC(C2)C1C(=O)N1CCN(C/C=C/c2ccccc2)CC1 (stereo not given) | 2 | 18 | 13 | -11 | 7 | 10 | -0.9 | 14 | 3 | -0.1 | 5
O=C(O)COc1ccccc1/C=N/NC(=O)CSc1nc2ccccc2n1Cc1ccccc1 | -23 | 15 | 4 | 11 | -5 | 15 | 0.1 | -8 | 0 | 0.1 | 15

Other records:
SMILES | CF NFkB inh | HIF-2a block | TRPM1 prom inh | KKLEB tox | Shn3 inh set2 | NR2E3 ag-1 | hiPSC survival | Peg3 promoter | NR2E3 ag-2 | aDG glyco act | TWEAK Fn14 block
CCc1cc(CNC(=O)c2cc(COc3ccc(C)nc3)on2)on1 | 4 | -197 | -37 | 5 | -39 | -63 | -0.5 | -188 | 4 | 0.5 | -35
Cc1cc2nnc(SCc3ccc4c(c3)OCO4)n2c2ccccc12 | -21 | 11 | 0 | 5 | -6 | -28 | -0.5 | -15 | nt | 0.2 | -48
O=c1c(=O)n(O)c2ccccc2n1O | 5 | 8 | 3 | 1 | -15 | -3 | 1.0 | 8 | 0 | -0.2 | 3
O=C(COC(=O)c1ccc(Cl)nc1)NCc1ccco1 | -5 | 11 | 0 | 20 | 5 | -10 | 0.7 | 8 | 7 | 1.1 | -2
CCCCn1c(N)c(N(CC(C)C)C(=O)CN(C)Cc2cccc(OC)c2)c(=O)[nH]c1=O | -14 | 8 | 10 | 8 | -6 | -29 | -0.9 | 6 | -1 | -0.1 | -5
CCOC(=O)/C(C#N)=C/C1=C(N2CCCC2)CC(C)(CC)OC1 (stereo not given) | 6 | 6 | 5 | -6 | 4 | -4 | 0.2 | 17 | -4 | 0.0 | -6

Screens: PubChem, several laboratories
